High-throughput results (PubChem BioAssay)
ATG4B inh – blocks human ATG4B protease cleavage of LC3 substrate | Q9Y4P1 | ATG4B cleavage of LC3-PLA2, NBD-HPC fluorescence, 1 h | inhibition, % at 8.33 µM | hit rate 0.51% among 340,000 | AID 504462; in the data active = inhibition above about 40%
CXCR6 inh – blocks human CXCR6 beta-arrestin recruitment. O00574. CHO-K1 PathHunter CXCR6 beta-arrestin, luminescence. inhibition, % at 20 µM. hit rate 0.36% among 360,000. AID 602244; in the data active = inhibition above about 34%, passing the limit was not always enough;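 note: antagonist mode with CXCL16 agonist at 10 nM final; 0% = 10 nM CXCL16 with DMSO and 100% = unstimulated wells without agonist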
UBC13 polyUb – blocks human UBC13 polyubiquitin chain formation; P61088; TR-FRET; inhibition, % at 20 µM; hit rate 0.47% among 330,000; AID 485273; in the data active = inhibition above about 45%, passing the limit was not always enough
Target sequence (P61088 whole entry, looked up): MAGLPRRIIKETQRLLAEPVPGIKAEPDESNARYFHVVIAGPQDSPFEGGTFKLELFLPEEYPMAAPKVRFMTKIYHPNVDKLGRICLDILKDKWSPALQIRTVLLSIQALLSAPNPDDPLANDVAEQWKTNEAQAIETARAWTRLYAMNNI
APJ ag – agonists of human APJ apelin receptor; CHO-K1 APJ PathHunter beta-arrestin, luminescence; 0% DMSO wells, 100% apelin; activation, % at 20 µM; hit rate 0.11% among 330,000; AID 2520;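 active = activation more than six SD over the plate average, tested at 20 µM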;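 note: 0% = DMSO alone and 100% = apelin-13 at 10 nM; some results filed as inactive read as strong as hits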
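Test system: CHO-K1 APJ beta-arrestin complementation cell line. Amount: cell density 1000 per well. Controls: DMSO negative, 10 nM Apelin-13 positive. Signal: luminescent beta-gal fragment complementation, chemiluminescent substrate. Read-out basis: agonist-driven arrestin binding to APJ. Timing: compound stimulation 90 min at 25 °C, detection 60 min.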
CCR6 antag – CCR6 (human) receptor antagonism | hit rate 0.49% among 340,000 | P51684 | AID 493098 | inhibition, % at 20 µM | CHO-K1 CCR6 PathHunter beta-arrestin, luminescence, CCL20-stimulated;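 active = compounds whose inhibition of the agonist-driven luminescence signal at 20 µM reaches about 50%, limit read from the data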;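 note: cells stimulated with CCL20 at 14 nM final; plate controls were DMSO with CCL20 for no effect and DMSO without agonist for full effect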
Target sequence (P51684 whole entry, looked up): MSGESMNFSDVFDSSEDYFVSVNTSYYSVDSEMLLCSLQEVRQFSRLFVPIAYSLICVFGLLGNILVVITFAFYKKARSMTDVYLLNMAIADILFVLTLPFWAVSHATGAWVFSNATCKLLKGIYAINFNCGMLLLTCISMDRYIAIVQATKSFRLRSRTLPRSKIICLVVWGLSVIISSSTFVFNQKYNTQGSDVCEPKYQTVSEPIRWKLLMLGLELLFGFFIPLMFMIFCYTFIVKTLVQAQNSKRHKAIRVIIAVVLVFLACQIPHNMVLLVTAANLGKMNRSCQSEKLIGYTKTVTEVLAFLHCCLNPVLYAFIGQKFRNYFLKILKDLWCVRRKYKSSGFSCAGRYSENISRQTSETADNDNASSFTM
APJ antag – APJ receptor antagonism | P35414 | CHO-K1 APJ beta-arrestin complementation, luminescence | inhibition, % at 20 µM | hit rate 0.32% among 330,000 | AID 2521;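 active = inhibition above about 40% at 20 µM, limit read from the data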;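 note: cells challenged with 10 nM apelin-13 agonist together with compound; plate controls were apelin-13 plus DMSO wells for no effect and DMSO wells lacking apelin-13 for full effect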
EBI2 block – antagonists of human EBI2 receptor; P32249; EBI2 beta-arrestin recruitment, luminescence, 7a,25-OHC stimulated; inhibition, % at 5 µM; hit rate 0.81% among 360,000; in the data active = inhibition above about 38%;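 note: enzyme fragment complementation signal reports receptor beta-arrestin coupling in cells; 0% = agonist plus DMSO wells and 100% = wells without agonist; some results beyond the cut were filed as inactive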
Target sequence (P32249 whole entry, looked up, the tested form may be a part): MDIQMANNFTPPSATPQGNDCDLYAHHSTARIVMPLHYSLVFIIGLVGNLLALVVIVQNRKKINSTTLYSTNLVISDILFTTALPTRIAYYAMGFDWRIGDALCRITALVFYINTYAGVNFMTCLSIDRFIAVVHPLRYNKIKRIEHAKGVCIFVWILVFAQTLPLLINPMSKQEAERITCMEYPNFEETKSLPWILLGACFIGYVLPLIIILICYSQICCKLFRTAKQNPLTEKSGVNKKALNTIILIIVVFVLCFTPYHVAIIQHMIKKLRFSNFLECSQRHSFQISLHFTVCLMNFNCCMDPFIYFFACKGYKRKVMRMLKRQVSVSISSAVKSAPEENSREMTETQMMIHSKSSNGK
Gli-Sufu block – antagonists of Gli-Sufu signaling | Sufu-KO-LIGHT fibroblasts, Gli luciferase reporter luminescence | inhibition, % at 5 µM | hit rate 0.74% among 340,000 | AID 588413;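 active = inhibition above about 55%, limit read from the data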;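 note: 0% = DMSO-treated cells and 100% = wells with medium but no cells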
An asterisk follows results filed as active; x = no result given.

SMILES	ATG4B inh	CXCR6 inh	UBC13 polyUb	APJ ag	CCR6 antag	APJ antag	EBI2 block	Gli-Sufu block
OC(CCN1CC2CCC(CC2)C1)(Cc1ccccc1)c1ccco1 (centres undefined)	-7	8	x	x	11	x	-16	15
O=C(COC(=O)C1CCCN1C(=O)c1cccs1)c1ccccc1 (centres undefined)	6	7	-3	-2	-16	-9	8	-1
Nc1nc(SCC(=O)Nc2ccc(Cl)cc2)[nH]c(=O)c1-c1ccccc1	-7	1	1	-3	0	9	-14	-4
COc1cccc(/C=N/NC(=O)CCc2ccccc2)c1	-15	-3	-1	-6	-10	-14	2	-2
CC(NC(=O)Cn1cc(C(F)(F)F)cc(Cl)c1=O)c1ccccc1 (centres undefined)	1	-5	0	4	-2	-7	-8	-16
O=C(NCC1CCCO1)c1ccccc1S(=O)(=O)c1ccc([N+](=O)[O-])cc1 (centres undefined)	-10	-2	-26	3	-10	-8	-1	-3
O=C(CNC(=O)c1cccc(-n2cnnn2)c1)Nc1ccc(F)c(F)c1	5	8	-1	5	-3	2	-12	1
COc1ccc(NC(=O)NN2CCOCC2)cc1OC	0	12	-10	2	13	-9	-3	2
COC(=O)CSCC(=O)Nc1nnc(-c2ccccc2C)s1	-6	-2	-22	-2	4	-3	6	-1
COc1ccc(C(=O)Cc2ccc(F)cc2)c(OC)c1	-8	-6	4	-3	10	2	-7	-42
Cc1ccc(C)n1-c1ccc(N2CCOCC2)c(Br)c1	7	-4	-11	2	12	14	5	1
O=C(CSc1nc2ccccc2c(=O)n1CCC(=O)N1CCN(c2ccccc2)CC1)NCC1CCCO1 (centres undefined)	5	-2	-14	-1	5	5	-2	9

4 entries already listed, ordered by number of heavy atoms, rising:
SMILES	ATG4B inh	CXCR6 inh	UBC13 polyUb	APJ ag	CCR6 antag	APJ antag	EBI2 block	Gli-Sufu block
COc1ccc(C(=O)Cc2ccc(F)cc2)c(OC)c1	-8	-6	4	-3	10	2	-7	-42
O=C(COC(=O)C1CCCN1C(=O)c1cccs1)c1ccccc1 (centres undefined)	6	7	-3	-2	-16	-9	8	-1
OC(CCN1CC2CCC(CC2)C1)(Cc1ccccc1)c1ccco1 (centres undefined)	-7	8	x	x	11	x	-16	15
O=C(CSc1nc2ccccc2c(=O)n1CCC(=O)N1CCN(c2ccccc2)CC1)NCC1CCCO1 (centres undefined)	5	-2	-14	-1	5	5	-2	9

As a working copy, part of the list above:
SMILES	ATG4B inh	CXCR6 inh	UBC13 polyUb	APJ ag	CCR6 antag	APJ antag	EBI2 block	Gli-Sufu block
OC(CCN1CC2CCC(CC2)C1)(Cc1ccccc1)c1ccco1 (centres undefined)	-7	8	x	x	11	x	-16	15
O=C(COC(=O)C1CCCN1C(=O)c1cccs1)c1ccccc1 (centres undefined)	6	7	-3	-2	-16	-9	8	-1
Nc1nc(SCC(=O)Nc2ccc(Cl)cc2)[nH]c(=O)c1-c1ccccc1	-7	1	1	-3	0	9	-14	-4
COc1cccc(/C=N/NC(=O)CCc2ccccc2)c1	-15	-3	-1	-6	-10	-14	2	-2

Next results follow.
SMILES	ATG4B inh	CXCR6 inh	UBC13 polyUb	APJ ag	CCR6 antag	APJ antag	EBI2 block	Gli-Sufu block
COc1ccccc1NC(=O)Cc1noc(CSc2cc(C)c3ccccc3n2)n1	-15	1	13	-2	10	-31	0	4
O=C(Nc1ccccc1F)N1CCc2ccccc2C1	1	7	-2	2	11	11	-7	-125
CC(=O)NCCc1cnc[nH]1	-7	-1	6	-5	6	-2	-3	4
COc1ccc(CCNC(=O)/C=C/C(=O)O)cc1OC	-3	-1	5	-2	1	-11	-2	-6
Cc1cc(C)cc(C(=O)Nc2ccc(N3CCN(C(=O)c4ccco4)CC3)cc2)c1	8	0	-10	3	9	7	0	8
COc1cccc(CNCc2cccnc2)c1OCc1ccccc1	4	-7	9	-1	9	12	3	x
CC[C@H](C)[C@H](NC(N)=O)C(=O)Nc1ccc(OC)c(Cl)c1	0	3	5	0	2	-1	-4	0
COc1cc(/C=C/C(=O)NCC(=O)N2CCC(N(C)CCN3CCOCC3)CC2)ccc1OC(C)C	4	-6	0	-2	-5	25	-3	-7
CCOc1cc(/C=C2\COc3ccccc3C2=O)ccc1OCC(=O)N(C)C	-6	-7	-8	-2	4	-6	-12	24
Cc1cc(C)cc(N(CCC(=O)O)S(=O)(=O)c2ccc(Cl)cc2)c1	-4	-1	1	4	-13	9	-17	-2
CCCN(Cc1ccccc1)C(=S)Nc1ccc(SC(F)F)cc1	-11	-8	x	x	22	x	6	0
CCOC(=O)CCc1c(C)c2c(C)nn(-c3ccccc3)c2[nH]c1=O	-3	7	-2	-2	3	23	-7	1
Cc1ccc(-c2nc(-c3ccccn3)no2)cc1Cl	-2	0	-3	-6	13	3	-17	4
CN(C)c1cc[n+](CC(=O)Nc2c(Cl)cc(Cl)cc2Cl)cc1	3	3	6	-4	19	28	-4	-2
COc1ccccc1NS(=O)(=O)c1ccc2c(c1)N(C(C)=O)CC(C)S2 (centres undefined)	-13	-4	3	0	3	-8	6	14
COC(=O)c1ccccc1S(=O)(=O)NNC(=O)C1COc2ccccc2O1 (centres undefined)	-2	0	1	4	3	1	8	-9
CC(=O)NS(=O)(=O)c1ccc(NC(=O)C(Sc2ccccc2)c2ccccc2)cc1 (centres undefined)	-3	1	-7	-1	-13	1	-2	2
O=C1CC(Cc2ccc(Cl)cc2)C(=O)N1c1cc(Cl)ccn1 (centres undefined)	-10	2	0	2	12	18	14	4
Cc1nn(-c2nnc(NC3CCCCC3)nn2)c(C)c1Br	24	-10	-27	-1	7	-5	-6	-79
Cc1ccc(C(=O)Nn2c(O)c(C=C3N=c4ccccc4=N3)sc2=S)cc1	10	9	-5	-2	24	7	1	2
C=CCOc1cccc(C2c3c(oc4ccccc4c3=O)C(=O)N2c2ccccn2)c1 (centres undefined)	6	-2	1	2	9	7	12	2
CC1CCN(c2nc3c(c(=O)[nH]c(=O)n3C)n2CCSc2ncccn2)CC1	-1	4	x	x	4	x	-2	1
CCOC(=O)c1c(NC(=O)Cn2nnc(-c3ccc(Cl)cc3)n2)sc(C)c1C	12	4	3	-1	-11	0	-1	2
C[C@@]12CCC=C[C@H]1[C@H](c1ccc3ccccc3c1)N(Cc1ccccc1)C2=O	17	3	8	2	12	-11	24	23
CCc1nnc(NC(=O)CSc2nnc(CNc3ccc(OC)cc3)n2C)s1	-8	-9	-3	-3	10	-12	-15	-1
O=C1c2cc(CO)cc(O)c2C(=O)c2c(O[C@@H]3OC(CO)[C@@H](O)[C@@H](O)[C@@H]3O)cccc21 (some centres undefined)	-31	-2	-110	-4	-5	-176	-22	-5
O=C(c1cc(COc2c(F)cccc2F)on1)N1C[C@H]2CC[C@H]1C2	24	-2	-3	0	8	8	0	-86
O=C(NCc1ccco1)c1ccccc1O	-1	-1	1	3	7	-10	1	0
O=C1OCCN/C1=C\C(=O)c1ccccc1	-8	-13	3	-1	0	21	-12	4
CC(CO)NCC12CC3CC(CC(C3)C1)C2 (centres undefined)	0	-3	2	-4	3	2	0	0
Cc1ccc(CCNC(=O)C2CCN(S(=O)(=O)N3CCCC3)CC2)cc1	-15	1	6	2	-17	7	5	10
O=[N+]([O-])c1ccccc1CN1CCN(c2ncccn2)CC1	-1	8	-5	-2	8	-5	6	5
COC(=O)CC1C(=O)NCCN1Cc1cn(-c2ccc(C)cc2)nc1-c1cccc(C)c1 (centres undefined)	4	1	-2	-3	2	7	-9	3
CCC(=O)N(Cc1cc2cc(C)c(C)cc2[nH]c1=O)C1CCCCC1	2	3	4	1	11	-14	14	-2
COc1ccc(S(=O)(=O)Nc2ccc(NC(C)=O)cc2)cc1Br	-5	-2	-9	-2	-11	5	-3	4
O=C(O)c1ccc([N+](=O)[O-])cc1	-13	1	x	x	1	x	-16	5
Cc1ccc(N(C(=O)Cn2nnc(-c3cccs3)n2)C(C(=O)NC2CCCC2)c2ccncc2)cc1 (centres undefined)	-3	4	-10	-2	6	3	0	0
CC(C)C[C@@H]1NC(=O)[C@H](CO)NC(=O)c2cc([N+](=O)[O-])cc(I)c2OCC[C@@H](C(N)=O)NC1=O	-1	16	-12	-3	2	-57	0	-12
Cn1nc(C(=O)Oc2cc(=O)n(C)c3ccccc23)c2ccccc2c1=O	-6	-4	-5	-3	9	-8	-14	-5
COC(=O)c1[nH]c2cccc(OC)c2c1NC(=O)CN(C)CC1OCCO1	-1	-4	-3	-3	0	7	11	5
O=C(Nc1nc2c(s1)CCCC2)c1cccnc1	-6	-8	-13	-3	3	-26	-6	-54
O=S1(=O)C[C@@H](N2CCOCC2)[C@H](N2CCOCC2)C1	-4	-2	-4	-2	5	-3	-18	4
CCOc1ccccc1Nc1nc(-c2sc(NC(=O)c3ccco3)nc2C)cs1	1	7	-31	-2	13	5	6	-19
OCC[C@@H]1C[C@@H](O)[C@H](O)[C@]2(Cc3ccccc3O2)O1	-7	0	7	-3	-4	2	-6	3
CC(NC(=S)NCCc1ccccc1)C(c1cccs1)N1CCN(Cc2ccccc2)CC1 (centres undefined)	-6	19	19	-2	25	20	22	10
O=[N+]([O-])c1ccc(N=Cc2ccc(Br)c([N+](=O)[O-])c2)cc1	6	-16	-13	1	-10	-3	-5	4
COCCNC(=O)CSc1ncnc2sccc12	-6	0	-22	4	-10	5	-3	4
COC(=O)C(C)Sc1nnc(Cc2cc(=O)[nH]c(=O)[nH]2)n1-c1ccc(OC)cc1 (centres undefined)	-11	-3	-8	2	13	10	-1	6
COc1ccc(S(=O)(=O)Nc2nc3ccccc3nc2Nc2cccc(C(=O)O)c2)cc1	5	2	-6	-2	14	-67	3	-15
O=C1c2ccccc2C(=O)N1CCCCN(C(=O)c1cc2ccccc2oc1=O)c1ccc(Cl)cc1	3	3	-3	3	1	3	-3	6
CCN(CC)C(=O)CSc1nnc(-c2cccnc2)n1Cc1ccccc1	12	4	7	-2	-7	-8	-3	1
